# Screening results: PubChem, The Scripps Research Institute Molecular Screening Center
# SIAE inh: blocks human sialic acid acetylesterase; 370,000 compounds, 0.69% hits; AID 1053197; inhibition, % at 9.66 µM; SIAE FP-Rh probe binding, fluorescence polarization;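 active = inhibition above a cutoff: mean of compounds within the control limits plus 3 SD of those, cut at about 17% in these data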;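 also: 0% = plate median of compound wells and 100% = probe without SIAE protein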
# TDP2 absorb: blocks human TDP2 phosphodiesterase activity; O95551; recombinant TDP2, T5PNP hydrolysis, p-nitrophenol absorbance 415 nm; inhibition, % at 12.8 µM; 370,000 compounds, 0.34% hits; AID 720702;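 active = inhibition above the mean of all tested compounds plus 3 SD, set per campaign, cut at about 25% in these data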;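 also: 0% = DMSO with enzyme and 100% = buffer with substrate but no TDP2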
#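 Evaluation: % inhibition relative to enzyme-containing and enzyme-free wells. Material: recombinant human TDP2. Benchmarks: enzyme-free and DMSO wells. Timing: enzyme reaction with compound for 2 h at 37 °C. Compound dosing: 12.8 µM only. Measured by: p-Nitrophenol epi absorbance. Reagent: T5PNP substrate at 5 mM, a TopII-DNA adduct mimic. Replication: single well per compound.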
# ARFGAP1 inhibitor: rat ARFGAP1 inhibition; Q62848; Arfgap1-stimulated ARF1 GTP hydrolysis, GDP FP detection; inhibition, % at 16.5 µM; 360,000 compounds, 0.26% hits; AID 651572;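 active = inhibition above a per-plate limit, mean inhibition of low control wells plus 3 SD, cut at about 25% in these data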;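 also: 0% = DMSO wells with enzyme and 100% = wells lacking Arfgap1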
# Target sequence (Q62848 1-136 limits assumed): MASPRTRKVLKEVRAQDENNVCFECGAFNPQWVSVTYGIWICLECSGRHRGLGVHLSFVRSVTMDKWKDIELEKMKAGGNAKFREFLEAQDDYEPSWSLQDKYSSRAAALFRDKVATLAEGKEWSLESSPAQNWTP
#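 Replicates: Single well per compound | Assay system: Truncated rat Arfgap1 GAP domain | Control set: No-Arfgap1 wells (100%) versus DMSO full-reaction wells (0%) | Times: Enzyme reaction 120 min at 25 °C after 20 min preincubation | Reagent: Human ARF1(Δ1-17)-GTP substrate | Measured by: Tracer-displacement fluorescence polarization with EDTA stop, 620/688 nm | Measure: Percent inhibition of Arfgap1-stimulated GTP hydrolysis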
# PLC-beta3 inh: inhibitors of human phospholipase C beta3; Purified PLC-beta3, fluorogenic substrate, fluorescence; inhibition, % at 12.2 µM; 370,000 compounds, 0.18% hits; in the data active = inhibition above about 11%;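 also: 0% = median of compound wells on plate and 100% = full blocker control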
# ADAM17 inh: ADAM17 inhibition, QFRET primary screen. P78536. inhibition, % at 6.95 µM. 370,000 compounds, 0.83% hits. recombinant ADAM17, EDANS/DABCYL FRET peptide cleavage;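 active = inhibition above the mean of compounds lying between control limits plus 3 SD, set per campaign, cut at about 8.5% in these data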;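 also: 0% = DMSO-only wells as the low control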
# ADAM10 inh: inhibitors of human ADAM10; inhibition, % at 7 µM; 370,000 compounds, 0.62% hits; recombinant ADAM10, EDANS/DABCYL FRET peptide cleavage, 3 h; O14672; AID 720582;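 active = inhibition above a per-campaign cutoff equal to the mean of compounds falling between control-based bounds plus 3 SD, cut at about 20% in these data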;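 also: 0% = DMSO wells while the 100% control is not disclosed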
# Target sequence (O14672 214-748 limits assumed): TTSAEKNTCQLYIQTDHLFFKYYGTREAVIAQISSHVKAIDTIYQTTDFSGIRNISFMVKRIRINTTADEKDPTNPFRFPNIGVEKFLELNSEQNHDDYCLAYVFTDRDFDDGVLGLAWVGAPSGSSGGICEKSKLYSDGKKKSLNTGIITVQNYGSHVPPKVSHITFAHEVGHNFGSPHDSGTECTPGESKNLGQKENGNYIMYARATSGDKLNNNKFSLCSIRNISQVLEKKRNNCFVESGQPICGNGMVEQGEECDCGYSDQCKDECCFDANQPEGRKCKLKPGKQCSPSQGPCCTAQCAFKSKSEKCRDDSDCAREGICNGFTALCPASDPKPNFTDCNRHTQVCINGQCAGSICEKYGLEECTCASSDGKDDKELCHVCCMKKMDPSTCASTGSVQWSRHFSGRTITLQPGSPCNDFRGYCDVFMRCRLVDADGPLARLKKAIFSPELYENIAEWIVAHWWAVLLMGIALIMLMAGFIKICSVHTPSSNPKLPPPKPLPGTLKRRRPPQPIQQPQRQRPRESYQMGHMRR
# Tn6 DDE FP: disrupts Tn6 cyclic peptide binding to fibrin D-Dimer-E complex. Fibrin DD(E) TRITC-Tn6 fluorescence polarization displacement. P02675. 370,000 compounds, 0.21% hits. inhibition, % at 8.3 µM;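 active = inhibition above a per-campaign cutoff: mean of compounds within control limits plus 3 SD, cut at about 15% in these data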;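 also: 0% = median of all compound wells on the plate and 100% = blocking peptide control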
# Tn7 DDE FP: DD(E)-Tn7 binding inhibition, primary FP screen | P02675 | FP displacement of FITC-Tn7 peptide from fibrin DD(E); 0% = median of compound wells per plate | inhibition, % at 8.3 µM | 370,000 compounds, 0.13% hits | AID 720508;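 active = inhibition above the mean of compounds falling within the control limits plus 3 SD of them, cut at about 14% in these data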;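 also: 0% = plate median of compound wells and 100% = 10 µM Aha-Tn7 peptide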
#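 Assay system: human fibrin DD(E) protein / Input: 2 µM fibrin DD(E) / Benchmarks: high control of 10 µM Aha-Tn7 peptide / Measured by: fluorescence polarization of the labelled Tn7 tracer / Medium: Tris buffer with calcium and detergent, pH 7.8 / Timing: 10 min compound pre-incubation, 3 h probe incubation at room temperature / Repeats: one replicate per compound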
# PLC-gamma1 inh: blocks human PLC-gamma1 enzyme activity; inhibition, % at 12.2 µM; P19174; purified PLC-gamma1, fluorogenic substrate, fluorescence; 370,000 compounds, 0.84% hits; in the data active = inhibition above about 9.5%
# ASAP1 GAP inh: ASAP1 ArfGAP inhibition; Q9ULH1; inhibition, % at 16.5 µM; 360,000 compounds, 0.19% hits; ASAP1-stimulated ARF1 GTP hydrolysis, GDP FP detection; in the data active = inhibition above about 25%;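 also: 0% = vehicle with enzyme and substrate and 100% = no enzyme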
# Target sequence (Q9ULH1 325-724 limits assumed): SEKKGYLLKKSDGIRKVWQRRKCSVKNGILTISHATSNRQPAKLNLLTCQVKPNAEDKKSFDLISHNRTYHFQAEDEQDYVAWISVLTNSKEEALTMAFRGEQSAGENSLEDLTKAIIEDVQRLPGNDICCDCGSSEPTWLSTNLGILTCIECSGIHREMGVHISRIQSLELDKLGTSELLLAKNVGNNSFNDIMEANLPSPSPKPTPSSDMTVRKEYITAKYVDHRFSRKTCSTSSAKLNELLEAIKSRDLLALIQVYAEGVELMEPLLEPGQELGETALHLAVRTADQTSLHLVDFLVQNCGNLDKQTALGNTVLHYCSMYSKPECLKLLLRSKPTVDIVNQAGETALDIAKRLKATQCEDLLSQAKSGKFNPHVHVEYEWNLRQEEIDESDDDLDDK
# An asterisk follows results filed as active; i = inactive; x = not tested or not shown.
SIAE inh	TDP2 absorb	ARFGAP1 inhibitor	PLC-beta3 inh	ADAM17 inh	ADAM10 inh	Tn6 DDE FP	Tn7 DDE FP	PLC-gamma1 inh	ASAP1 GAP inh	Structure
4	-1	0	-22	-5	-8	6	13	-16	12	CCCCNc1c(CCc2ccccc2)nc2nc(C)cc(C)n12
1	0	2	-7	2	1	0	3	1	-3	O=C(Nc1ccccc1N1CCN(C(=O)c2ccccc2)CC1)c1cccc(Cl)c1
9	3	4	-22	-5	8	-8	3	-13	-5	CCN(CC)c1ccc(Nc2nc(-c3cccnc3)cs2)cc1
-3	8	-6	-5	-37	-96	-4	0	-5	-1	CCN1CCN(c2oc(-c3ccc(OC)cc3)nc2C#N)CC1
-4	6	-13	-6	-4	2	-1	1	-4	-3	Cc1ccc(C(=O)NC(=S)N2CCCC2)cc1
-3	0	0	-11	-4	3	2	7	-4	-16	COc1ccccc1NS(=O)(=O)c1cc(NC(=O)c2cnccn2)ccc1N1CCOCC1
4	-2	5	2	-3	7	-1	4	5	12	COC(=O)CSC1=C(C#N)C(c2ccsc2)CC(=O)N1 (stereo not drawn)
9	-7	4	-8	-2	5	-5	2	-2	-7	CCC(=O)NNC(=O)c1cc(COc2cc(Cl)cc(Cl)c2)on1
0	-4	6	5	6	0	-5	4	1	3	O=C(/C=C/c1ccccc1[N+](=O)[O-])Nc1cccc(S(=O)(=O)NC2=NCCCCC2)c1
5	9	0	2	0	2	2	-4	3	1	CN1CCN(S(=O)(=O)c2ccc(NC(=O)COc3ccccc3Cl)cc2)CC1
-4	-3	6	-9	-6	-14	12	9	-3	-2	CCOc1ccccc1OC(=O)c1cc2ccccc2oc1=O
-3	2	-7	-22	7	18	-8	6	-13	-5	COc1ccc(CNc2nc(NCc3ccc(OC)c(OC)c3)n(C(=O)c3cccs3)n2)cc1OC

# (list continues)
SIAE inh	TDP2 absorb	ARFGAP1 inhibitor	PLC-beta3 inh	ADAM17 inh	ADAM10 inh	Tn6 DDE FP	Tn7 DDE FP	PLC-gamma1 inh	ASAP1 GAP inh	Structure
-2	0	x	2	1	6	-5	-4	-1	x	COC(=O)[C@]12C[C@H](CC(=O)NCCC(C)C)C(=O)N(CCC3=CCCCC3)C1=C[C@H](C1CCCC1)O[C@@H]2C
12	2	2	i	i	i	9	-4	i	2	O=C(NC1CCC(O)CC1)c1cc(-c2ccco2)nc2ccccc12 (stereo not drawn)
2	9	6	-58	-7	-31	4	3	-43	-5	CSC1=C(C#N)C(c2ccc(Cl)cc2)C2=C(CC(C)(C)CC2=O)N1 (stereo not drawn)
12	-12	13	-4	7	9	-2	4	-1	-1	COc1cccc(C2c3[nH]c4ccccc4c3C[C@H]3C(=O)N(C4CCN(Cc5ccccc5)CC4)CC(=O)N23)c1 (stereo partly drawn)
-4	1	3	3	2	-6	-2	0	0	2	O=S(=O)(Cc1ccccc1Cl)NCCOc1ccccc1
1	-3	-9	-4	-2	-5	-2	-1	-3	2	CCOC(=O)C1=C(COC(=O)CCc2ccc(F)cc2)NC(=O)NC1C (stereo not drawn)
0	6	0	-12	-7	-17	-6	2	-7	-4	COc1ccc2oc(C(=O)OCC(=O)/C(C#N)=C(\C)N)c(C)c2c1
0	1	-28	-10	1	10	-3	0	-11	-12	CCOC(=O)c1c(NC(=O)/C=C/C(=O)O)sc(C)c1-c1ccc(C(C)(C)C)cc1
1	9	-12	5	-2	-6	-5	-1	1	-1	Cc1nn(CC(=O)Nc2cccc(O)c2)c(=O)c2ccccc12
-6	-4	3	-1	-5	-10	-6	8	5	-4	Cc1ccc(/C(N)=N/OC(=O)Cc2ccccc2)cc1
9	6	-23	-14	-4	-9	9	-4	-9	9	Cc1ccccc1-n1c(SCc2c(C)noc2C)nnc1-c1ccncc1
3	8	3	2	-2	-2	-2	-2	2	-6	CCN(CC)CCn1c(=S)[nH]c2ccccc2c1=O

# The listing continues.
SIAE inh	TDP2 absorb	ARFGAP1 inhibitor	PLC-beta3 inh	ADAM17 inh	ADAM10 inh	Tn6 DDE FP	Tn7 DDE FP	PLC-gamma1 inh	ASAP1 GAP inh	Structure
5	-3	9	-20	-7	-3	-1	1	-1	1	COC(=O)c1noc(-c2ccc(C)cc2)n1
-7	-3	-8	3	-2	-7	3	2	1	-6	CSCC[C@H](NC(=O)c1cccc([N+](=O)[O-])c1C)c1nc2ccccc2[nH]1
-11	9	-9	-5	5	12	-10	9	1	-3	Cc1ccc(NC(=O)COc2ccccc2)cc1S(=O)(=O)N1CCCCCC1
18*	14	0	-23	-4	-1	-4	1	-8	4	Cc1cccc(N=C2NC(=O)/C(=C/C=C/c3ccco3)S2)c1C
0	-4	1	-7	-6	-4	2	5	2	2	Cc1cccc(N2CCN(C(=O)C(Cc3ccccc3)NC(N)=O)CC2)c1C (stereo not drawn)
-4	4	0	2	-2	-2	-7	0	2	10	COCCN(C(=O)C(=O)NC1CCCC1)C(C(=O)NC1CCCC1)c1ccccc1F (stereo not drawn)
-3	-11	2	3	-1	-1	0	-3	-1	0	O=C(CN1CCN(S(=O)(=O)c2ccc3c(c2)OCCCO3)CC1)N1CCc2ccccc21
0	-13	7	2	0	10	-2	-6	6	2	Nn1c(SCC(=O)Nc2cccc(S(N)(=O)=O)c2)nnc1C1CC1
-4	13	-7	4	1	0	11	0	1	-2	Cc1cc(C(=O)NCCC2=CCCCC2)ccc1[N+](=O)[O-]
3	-7	12	-12	-2	-5	5	-2	-3	3	c1ccc2c(c1)nc(N1CCCCC1)c1ccccc12
-5	-12	1	-2	-2	13	2	-4	4	2	Cc1ccc(N(C)S(=O)(=O)c2ccc3c(c2)NC(=O)C(C)S3)cc1 (stereo not drawn)
4	6	x	4	2	4	6	4	4	x	O=S1(=O)CC2c3ccccc3CCN2CN1Cc1ccc(F)cc1 (stereo not drawn)

# Next part
SIAE inh	TDP2 absorb	ARFGAP1 inhibitor	PLC-beta3 inh	ADAM17 inh	ADAM10 inh	Tn6 DDE FP	Tn7 DDE FP	PLC-gamma1 inh	ASAP1 GAP inh	Structure
1	7	-7	-2	-3	-4	3	-4	-1	3	C=CCC1(O)C(=O)N2C(=C1C(=O)N1CCOCC1)c1ccccc1CC2(C)C (stereo not drawn)
1	10	1	-5	-12	-33	3	0	-4	-2	NC(=O)C1CCN(c2nc(-c3ccc4c(c3)OCCO4)cs2)CC1
0	11	11	-2	-6	-4	-5	-1	-3	3	CCOc1cc(/C=N\O)cc(Cl)c1OCC
5	13	-9	-160	-19	-56	2	1	-115	-14	CCCCC1=CC2=CC(=O)C(C)(OC(=O)CC)C(=O)C2=CN1CCCOC(C)C (stereo not drawn)
-2	-8	6	-5	0	2	7	-10	3	6	Cc1nnc(SCC(=O)NC2CCS(=O)(=O)C2)n1-c1ccccc1 (stereo not drawn)
-1	2	-5	2	1	2	2	-4	3	1	CC(C)CCn1c(=O)c2ccccc2n2c(CN3CCCC3)nnc12
-1	-3	2	-38	-7	-23	6	5	-24	8	C#Cc1cccc(Nc2nc(NCc3ccccc3)nc3ccsc23)c1
4	0	1	-8	0	-3	2	6	2	-6	O=C(CN1C(=O)c2ccccc2S1(=O)=O)NCc1cccs1
4	2	-4	-1	-2	-5	4	-6	-2	5	CCN(CC)C(=O)[C@H]1C[C@H](CC(=O)NCCCOC)C(=O)N2CCc3c([nH]c4cc(CCC(=O)N(C)C)ccc34)[C@]12C
-4	2	-3	-1	-1	1	-8	-7	0	-6	Cc1cc(OCCCC(=O)Nc2nnc(C3CC3)s2)ccc1Cl
7	-1	5	-4	-2	3	-4	7	2	1	CC(=O)N1CCc2c(sc(NC(=O)Cc3ccc(C)cc3C)c2C#N)C1
-2	11	0	6	-3	-1	4	4	2	4	COc1cccc(C(=O)Cn2c(N3CCCCC3)nc3c2c(=O)n(C)c(=O)n3C)c1

# Next part
SIAE inh	TDP2 absorb	ARFGAP1 inhibitor	PLC-beta3 inh	ADAM17 inh	ADAM10 inh	Tn6 DDE FP	Tn7 DDE FP	PLC-gamma1 inh	ASAP1 GAP inh	Structure
-1	2	-1	1	-2	-6	3	8	-3	-8	NS(=O)(=O)c1ccc(CCNC(=O)CSc2nc3ccsc3c(=O)n2CC(=O)O)cc1
3	-9	-3	4	5	1	-4	0	3	-1	Cc1ccccc1-c1cnc2c(c1)C(=O)N([C@@H](C)CO)C[C@@H](C)[C@H](CN(C)Cc1ccccc1F)O2
4	1	-2	-2	2	-6	-1	6	5	-5	Cc1c[n+]([O-])n(-c2ccc(C(=O)O)cc2)n1
10	3	0	0	1	13	-2	-1	1	3	Cc1nc2ccccc2nc1SCC(=O)c1ccccc1
3	12	6	-8	-6	-2	-3	-6	-4	2	CSc1ccccc1OCc1cc(C(=O)N(C)C(C)c2nc(C)cs2)no1 (stereo not drawn)
4	-5	11	1	0	-2	5	2	3	-9	COc1cc(C(=O)OCC(=O)NC2CCCCC2)cc(OC)c1OC
0	3	1	-14	-3	3	-2	-2	-10	5	CC1CC(=O)c2cnc(Nc3cccc(C(F)(F)F)c3)nc2C1 (stereo not drawn)
7	-2	-9	-6	-1	4	-4	-3	0	-13	CC(NC(=O)NC(=O)c1ccc(Cl)cc1)c1ccccc1 (stereo not drawn)
2	-4	2	3	-2	-1	11	2	0	-6	CCOC(=O)C1CCN(Cc2cc(C(C)C)c(O)c(C(C)C)c2)CC1
11	2	-5	-7	1	-3	10	0	-10	0	O=C(NC1CCCCC1)C(c1cccnc1)N(C(=O)CCl)c1cccc(Cl)c1 (stereo not drawn)
11	14	1	-3	-3	2	2	0	-2	4	CCOC(=O)c1sc(/N=C/C2=C(O)CC(C)(C)CC2=O)c(C(=O)OCC)c1C
3	11	-13	1	-4	3	1	-9	-1	-7	CC(C)NC(=O)COC(=O)c1ccccc1Oc1ccccc1
-4	-13	-4	-7	-4	-8	-1	0	-3	4	Cc1ccc(NC(=O)Cn2nc(C)c([N+](=O)[O-])c2C)cc1C

# A portion of the results above:
SIAE inh	TDP2 absorb	ARFGAP1 inhibitor	PLC-beta3 inh	ADAM17 inh	ADAM10 inh	Tn6 DDE FP	Tn7 DDE FP	PLC-gamma1 inh	ASAP1 GAP inh	Structure
-1	2	-1	1	-2	-6	3	8	-3	-8	NS(=O)(=O)c1ccc(CCNC(=O)CSc2nc3ccsc3c(=O)n2CC(=O)O)cc1
3	-9	-3	4	5	1	-4	0	3	-1	Cc1ccccc1-c1cnc2c(c1)C(=O)N([C@@H](C)CO)C[C@@H](C)[C@H](CN(C)Cc1ccccc1F)O2
4	1	-2	-2	2	-6	-1	6	5	-5	Cc1c[n+]([O-])n(-c2ccc(C(=O)O)cc2)n1
10	3	0	0	1	13	-2	-1	1	3	Cc1nc2ccccc2nc1SCC(=O)c1ccccc1
